ST2 inh: inhibitors of human ST2 (IL1RL1) binding to IL-33; inhibition, % for hits at 17 µM; Q01638; 2.3% of 78,000 active; AlphaLISA ST2-Fc/biotin-IL-33 interaction, 1 h; in the data active = inhibition above about 30%; inconclusive = mostly about 10% to 28%
Target sequence (Q01638 whole entry, looked up): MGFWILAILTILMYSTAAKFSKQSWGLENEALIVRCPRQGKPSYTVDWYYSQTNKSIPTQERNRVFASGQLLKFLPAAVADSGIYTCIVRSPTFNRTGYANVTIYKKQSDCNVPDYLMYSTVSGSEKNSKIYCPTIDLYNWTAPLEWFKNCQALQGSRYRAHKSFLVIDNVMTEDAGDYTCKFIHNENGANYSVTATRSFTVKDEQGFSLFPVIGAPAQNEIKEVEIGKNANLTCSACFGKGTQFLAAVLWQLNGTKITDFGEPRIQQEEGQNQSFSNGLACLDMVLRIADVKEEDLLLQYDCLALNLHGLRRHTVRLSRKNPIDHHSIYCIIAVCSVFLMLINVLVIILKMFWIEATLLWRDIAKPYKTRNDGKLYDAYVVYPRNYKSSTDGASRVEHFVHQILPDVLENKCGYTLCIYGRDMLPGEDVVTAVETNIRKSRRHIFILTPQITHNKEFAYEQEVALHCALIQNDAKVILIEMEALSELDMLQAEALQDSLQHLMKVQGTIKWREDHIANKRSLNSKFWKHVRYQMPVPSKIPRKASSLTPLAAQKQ
Active calls of the source: *; i = inactive; ? = inconclusive. An excerpt; the hit share may differ from the screen's.

SMILES	ST2 inh
CN1CCN(C(=O)CCC2CCCN(Cc3cccc4cnccc34)C2)CC1 (stereo not given)	i
COc1cccc(-c2nnc(NC(=O)c3ccc(S(=O)(=O)N4CCCC4)cc3)o2)c1	i
Cc1ccccc1C(=O)Nc1sc2c(c1C(=O)N(C)C)CCCC2	i
O=C(CN1CCN(Cc2ccc(F)cc2Cl)S1(=O)=O)Nc1ccc(F)c(Cl)c1	i
COCC(=O)N[C@H]1C[C@@H](C(=O)NCc2ccc3c(c2)OCO3)N(C)C1	i
Cc1ccc(C(=O)Nc2ccc(N3CCC(NCc4ccc(C)o4)CC3)cc2)c(C)c1	i
COc1ccccc1C1C2=C(CC(C)(C)CC2=O)Nc2nc(SC)[nH]c(=O)c21 (stereo not given)	i
CC(=O)c1c(F)c(F)c(Oc2ccc(Br)cc2)c(F)c1N1CCOCC1	i
COc1cc(/C=C2\C(=O)NN(c3ccccc3)C2=O)ccc1OCc1ccccc1C#N	?
COC(=O)c1ccc(N2C(=O)CSC2c2ccccc2)cc1 (stereo not given)	i
O=c1[nH]c(Nc2cccc(F)c2)nnc1Cc1ccccc1	i
O=[N+]([O-])c1ccc(-c2ncnn2-c2ccc(Br)cc2F)cc1	?
CCc1nc(C)c(C(=O)N2CCCN(C)C3(CCN(C)CC3)C2)o1	?
O=C(O)COc1ccc(Cl)cc1CN1CCC2(CCOCC2)CC1	i
Cc1cccn2c(=O)c3cc(C(=O)Nc4ccc(Cl)cc4)n(C)c3nc12	?

Filtered by structure, those above containing sulfur (5)
SMILES	ST2 inh
COc1cccc(-c2nnc(NC(=O)c3ccc(S(=O)(=O)N4CCCC4)cc3)o2)c1	i
Cc1ccccc1C(=O)Nc1sc2c(c1C(=O)N(C)C)CCCC2	i
O=C(CN1CCN(Cc2ccc(F)cc2Cl)S1(=O)=O)Nc1ccc(F)c(Cl)c1	i
COc1ccccc1C1C2=C(CC(C)(C)CC2=O)Nc2nc(SC)[nH]c(=O)c21 (stereo not given)	i
COC(=O)c1ccc(N2C(=O)CSC2c2ccccc2)cc1 (stereo not given)	i

Continued.
SMILES	ST2 inh
COc1ccccc1NC(=O)C(C)SCc1ccccc1 (stereo not given)	i
CCN(CC)c1ccc(C2N(C(=O)c3ccccc3)CCN2S(=O)(=O)c2ccccc2)cc1 (stereo not given)	i
Cc1cc(C)c(S(=O)(=O)N2CCC(C(N)=O)CC2)c(C)c1	?
O=C1NC(=Nc2ccccc2)SC1Cc1cccc([N+](=O)[O-])c1 (stereo not given)	i
C=CCn1c(CCCNC(=O)CC)nc2ccccc21	i
CC(C)CCNC(=O)C1(O)c2cc(Br)ccc2NC(=O)N1c1ccccc1 (stereo not given)	?
Cc1ccc(CNC(=O)c2ccc(Cn3nnc4ccsc4c3=O)cc2)cc1	i
CCCCCC[C@H](O)[C@@H]1CCC2=C(O1)[C@H](O)CCC2=O	i
Cc1cccc(Cn2c(CNS(=O)(=O)c3ccc(F)c(Cl)c3)nc3cccnc32)c1	i
C=CCNC(=O)CN1C(=O)C(CC)Oc2ccc(C)cc21 (stereo not given)	i
CCCSc1nnc2c(n1)OC(c1ccc(C)o1)Nc1ccccc1-2 (stereo not given)	i
Cc1cc(=O)[nH]c(SCC(=O)Nc2ccc(S(N)(=O)=O)cc2)n1	i
Cc1[nH]c2c(ccc3ccccc32)c(=O)c1CN(C)Cc1ccccc1	i
COc1ccccc1OCc1nc(C#N)c(NCc2ccc(F)cc2)o1	?
COC(=O)c1sc2ccccc2c1NC(=O)C1CCCCC1	i
Cc1nc(SCC(=O)NC2CCCCC2)c2c3c(sc2n1)CCCC3	i
Cc1cccn2c(=O)c3cc(C(=O)N4CC(C)CC(C)C4)n(C)c3nc12 (stereo not given)	i
COC(=O)C[C@@H]1CCNC[C@@H]1CC1=NCCc2ccc(C)cc21	i
O=C(Nc1ccc(-c2nc3ncccc3o2)cc1)c1ccc([N+](=O)[O-])cc1	?
CSc1ccccc1NC(=O)CC1Sc2ccc(C(F)(F)F)cc2NC1=O (stereo not given)	i
OC1CCN(C2CCN(Cc3cccc4[nH]ccc34)CC2)CC1	i
Cc1nn(C)c(C)c1CCC(=O)N1CCc2c([nH]c3ccccc23)C1c1cc(F)ccc1F (stereo not given)	?
N[C@H](C(=O)O)[C@H]1C[C@@H]1C(=O)O	i
Cc1noc(C)c1S(=O)(=O)N1c2ccccc2CC1C (stereo not given)	i
O=C(NC1CC(=O)N(C2Cc3ccccc3C2)C1)c1n[nH]c2c1CCCC2 (stereo not given)	?
COc1ccc(Cc2cnc(NC(=O)COc3cccc(C(F)(F)F)c3)s2)cc1	i
COc1ccc(C(=O)CSc2nc3nc(C)cc(C)c3c(=O)[nH]2)cc1OC	i
CCN(CC)CC#CCOC(=O)C(O)(c1ccccc1)C1CCCCC1 (stereo not given)	?
COc1ccc(NC(=O)NCCc2nc3cccnc3n2Cc2ccc(C)cc2)cc1	?
CC(=O)NCCc1c[nH]c2ccc(O)cc12	?
C[C@@H]1CC[C@]2(C(=O)O[C@@H]3O[C@H](CO)[C@@H](O)[C@H](O)[C@H]3O)CC[C@]3(C)C(=CCC4[C@@]5(C)C[C@@H](O)[C@H](O)C(C)(C)C5CC[C@]43C)C2[C@]1(C)O (stereo not given in full)	i
CCCNC(=O)C1(O)c2cc(Br)ccc2NC(=O)N1c1ccc(CC)cc1 (stereo not given)	i
CCOC(=O)C1CCN(Cc2nc(-c3cccc(Br)c3)oc2C)CC1	?
COc1ncc(-c2nccn2CC(C)c2ccccc2)cn1 (stereo not given)	i
COc1ccc(C2CC(c3ccccc3O)=NN2)cc1OC (stereo not given)	i
COc1ccccc1OCCOc1cc(C)ccc1C	i
COc1ccc(-c2nnc([C@H]3CCN(Cc4ccco4)C3)o2)cc1	i
NS(=O)(=O)c1ccc(CCNC(=O)c2ccc(C#CC3(O)CCCCC3)cc2)cc1	?
CC1=C(/C=C/C(C)=C/C=C/C(C)=C/C(=O)Nc2ccc(O)cc2)C(C)(C)CCC1	?
CCOC(=O)CSc1nc2c(sc3ccccc32)c(=O)n1CCc1c[nH]c2ccccc12	i
CCOCCCNC(=O)c1c[nH]c2ccc(S(=O)(=O)Nc3cccc(Cl)c3C)cc2c1=O	i
CCOc1ccc(-c2nc(SCC(=O)NCc3cccc(OC)c3)n3[nH]c(=O)cc3n2)cc1	i
COc1ccccc1CN1C(=O)C2CC=CCC2C1=O (stereo not given)	i
COc1ccc(Cc2ccc(OC)cc2)cc1	i
O=c1[nH]c(Cl)c(I)c(=O)[nH]1	i
CC(=O)c1cccc(NS(=O)(=O)c2ccc(Cl)cc2)c1	i
CNC(=O)C(C)N(C)Cc1nc2ccccc2n1CC(C)C (stereo not given)	i
O=C(CCn1cncn1)N1CCC2(CCCN(Cc3ccccc3F)C2)C1 (stereo not given)	i
CCC(NC(=O)c1ccc(F)cc1)c1ccccc1 (stereo not given)	?
Cc1cccc(NC(=O)c2ccccc2)c1	i
Cc1ccc(C(c2sc3nc(C)nn3c2O)N2CCOCC2)cc1 (stereo not given)	?
COc1cccc(C2C(C(N)=O)=C(C)Nc3nc(SCc4ccccc4F)nn32)c1 (stereo not given)	i
CCc1cc(=O)oc2cc(OCC(=O)OC(C)(C)C)ccc12	i
Cc1ccc(C(=O)NC2CCCc3nc(-c4cccnc4)ncc32)s1 (stereo not given)	i
Cc1cc(NC(=O)c2cc(-c3ccc4c(c3)OCO4)on2)n(-c2ccccc2)n1	i
O=C(NC1CC1)C1CN(Cc2cnc(NCc3ccccc3)nc2)CCN1 (stereo not given)	i
N#CSC(C#N)Cc1ccccc1 (stereo not given)	33.0%*
CCOc1ccc(CN(C(=O)c2ccc(C3CCCO3)s2)C2CC2)cc1 (stereo not given)	i
CN(Cc1ccccc1)C(=O)Cn1nc(-c2ccc(Cl)cc2)ccc1=O	i
O=C1CCCc2oc3ccc(NS(=O)(=O)c4cccc5ccccc45)cc3c21	i

(list continues)
SMILES	ST2 inh
CSCC[C@@H](C(=O)NC1CCCCC1)N1Cc2ccccc2C1=O	?
Cc1ccc(S(=O)(=O)CCC(=O)NCC(=O)O)cc1C	i
O=C(COc1ccccc1)Nc1ncc(Cc2cc(Cl)ccc2Cl)s1	i
CC(=NS(=O)(=O)c1ccc(C)cc1)N1CCCCC1	?
CCOc1ccc(S(=O)(=O)Nc2nc3c(C)cccc3s2)c2cccnc12	i
CN(Cc1ccc2c(c1)OCO2)C(=O)C1CCCN1C(=O)C1CCCCC1 (stereo not given)	?
O=c1oc2cc(O)ccc2cc1-c1nc2ccccc2s1	i
Cc1ccccc1-c1ncc(CN2CCCC2c2nonc2C)s1 (stereo not given)	i
Cc1cc(Br)ccc1N1C(=O)Nc2cc(Cl)c(Cl)cc2N1O	?
N#CC1=C(N)OC2=C(C(=O)CC(c3ccccc3)C2)C1c1ccc(F)cc1F (stereo not given)	i
O=C(COc1cccc(Br)c1)N1CCc2ccccc21	?
CNCC[C@@H](Oc1ccc(C(F)(F)F)cc1)c1ccccc1	?
COc1cccc(F)c1-c1cncnc1	i
COc1ccc(S(=O)(=O)N(CC(=O)Nc2ccc3c(c2)OCCO3)Cc2ccccc2)cc1	i
COc1ccc(C(=O)Nc2ccccc2)cc1S(=O)(=O)Nc1cccc([N+](=O)[O-])c1	i
CC(=O)c1cc(C#N)c(SCc2ccccc2)nc1C	i
O=C(Nc1nnc(-c2ccc3c(c2)OCO3)s1)c1ccccc1Br	i
OC1C=CC(O)C23OC12C(O)C=CC31Oc2cccc3cccc(c23)O1 (stereo not given)	i
C=C(C)COc1ccccc1C(=O)NCCc1cc(=O)[nH]c(C)n1	?
COc1ccc(/C=C2/SC(=O)NC2=O)c(OC)c1	?
CCCCOC(=O)C1=C(C)Nc2ncnn2C1c1ccc(OC)c(OC)c1 (stereo not given)	i
O=C(NCc1ccccn1)c1ccc(CS(=O)(=O)c2c(Cl)cccc2Cl)o1	i
O=C(CSc1ncnc2nc[nH]c12)N1CCOCC1	i
C=C(C(=O)OC1CC2(C)C(O)CCC(=O)C2C(O)C1C(=C)C(=O)OC)C(O)CO (stereo not given)	i
CCCCOc1cccc(C2C3=C(CC(C)(C)CC3=O)Nc3ccccc3N2C(C)=O)c1 (stereo not given)	i
CC(NC(=O)CSc1nnc(COc2ccccc2)n1C1CCCCC1)c1ccccc1 (stereo not given)	i
COc1ccc(OC)c(NC(=O)c2cc3c(=O)n4ccccc4nc3s2)c1	?
Cc1ccccc1C(=O)Nc1sc2c(c1C(N)=O)CCCCC2	i
Cc1ccc(OCc2cc(=O)n3oc(C)cc3n2)c(NC(=O)COc2ccccc2)c1	i
COc1ccccc1-n1c(SCC(=O)N2CCCc3ccccc32)nc2c(c1=O)SCC2	?

Rewritten with bars between the fields: part of the list above.
canonical_smiles | ST2 inh
COc1ccc(S(=O)(=O)N(CC(=O)Nc2ccc3c(c2)OCCO3)Cc2ccccc2)cc1 | i
COc1ccc(C(=O)Nc2ccccc2)cc1S(=O)(=O)Nc1cccc([N+](=O)[O-])c1 | i
CC(=O)c1cc(C#N)c(SCc2ccccc2)nc1C | i
O=C(Nc1nnc(-c2ccc3c(c2)OCO3)s1)c1ccccc1Br | i
OC1C=CC(O)C23OC12C(O)C=CC31Oc2cccc3cccc(c23)O1 (stereo not given) | i

(list continues)
SMILES	ST2 inh
COc1ccc(Nc2cc(C)nc(Nc3ccc(NC(=O)c4cccc(OC)c4OC)cc3)n2)cc1	?
Cc1cc(C)n2nc3nc(N4CCCCCC4)nc(-c4ccccc4)c3c2n1	i
CC(=O)c1cccc(NC(=O)CN2CCCN(Cc3ccc(C)cc3)S2(=O)=O)c1	i
Cc1ccc(C2CC(c3ccc(C)cc3)n3nc(N)nc3N2)cc1 (stereo not given)	i
O=C(NCC[C@@H]1C[C@@H]2C=C[C@H]1C2)c1ccc(CSc2ncccn2)o1	i
Cc1cccc(-c2noc([C@@H]3Cc4nc[nH]c4CN3C(=O)NC3CCCCC3)n2)c1	i
CCOc1cccc(NC(=O)Cc2cccs2)c1	?
CCOc1ccc(-c2c(C#N)c(N)nc(SCC(=O)c3ccc([N+](=O)[O-])cc3)c2C#N)cc1	i
COC(=O)[C@@H](Cc1cccnc1)NC(=O)[C@H]1CN(S(=O)(=O)c2ccccc2)CCN1S(=O)(=O)c1ccccc1	i
O=C1CCCCCN1CCC(=O)N1CCC2(CCCN(Cc3ccc(F)cc3)C2)C1 (stereo not given)	i
O=C(COc1ccccc1Cl)c1ccc(Br)cc1	i
Cc1noc(C)c1COc1ccc(C(=O)N[C@@H]2CN(C(=O)NC(C)C)CCC[C@H]2O)cc1	i
Cc1ccc(C(=O)N2CCN(c3ccc(Cl)cc3)CC2)cc1C	i
CCc1c(C)nn(CCNC(=O)C2CC3(CCNCC3)CN2)c1C (stereo not given)	i
COc1ccc(-c2cc(C(=O)Nc3sc4c(c3C(N)=O)CCC(C)C4)no2)cc1OC (stereo not given)	i
COc1cccc(C(=O)Nc2c(-c3ccccc3)nc3ccccn23)c1OC	i
Cc1ccc(N(C(=O)c2ccc(C(C)(C)C)cc2)C2C=CS(=O)(=O)C2)cc1C (stereo not given)	i
CC1CCN(S(=O)(=O)c2ccc3[nH]c(=O)sc3c2)CC1	i
O=[N+]([O-])c1ccc(-c2nc(NCc3ccco3)c3ccccc3n2)cc1	i
O=C(NC1CC1)c1ccc2c(Cl)c3c(nc2c1)CCCC3	i
Cn1nc(-c2ccc(Cl)c(Cl)c2)nc2c(=O)n(C)c(=O)nc1-2	?
COCC(NC(=O)c1cc(-c2ccccc2)n[nH]1)c1ccnn1C (stereo not given)	i
O=C(O)C1C2C=CC3(CN(c4cccc([N+](=O)[O-])c4)C(=O)C13)O2 (stereo not given)	i
CCOC(=O)C1CCCN(C(=O)c2cc3cc4ccc(OC)cc4nc3o2)C1 (stereo not given)	i

Fetched one by one from above:
SMILES	ST2 inh
CCOCCCNC(=O)c1c[nH]c2ccc(S(=O)(=O)Nc3cccc(Cl)c3C)cc2c1=O	i
COc1ccc(Nc2cc(C)nc(Nc3ccc(NC(=O)c4cccc(OC)c4OC)cc3)n2)cc1	?

A different layout for part of the listing above:
Cn1nc(-c2ccc(Cl)c(Cl)c2)nc2c(=O)n(C)c(=O)nc1-2
  ST2 inh: ?
COCC(NC(=O)c1cc(-c2ccccc2)n[nH]1)c1ccnn1C (stereo not given)
  ST2 inh: i
O=C(O)C1C2C=CC3(CN(c4cccc([N+](=O)[O-])c4)C(=O)C13)O2 (stereo not given)
  ST2 inh: i
CCOC(=O)C1CCCN(C(=O)c2cc3cc4ccc(OC)cc4nc3o2)C1 (stereo not given)
  ST2 inh: i
